Compound activity: PubChem, The Scripps Research Institute Molecular Screening Center
PAFAH2 FP inh – PAFAH2 enzyme inhibitors, primary screen, biochemical, fluorescence polarization, human. Platelet-activating factor acetylhydrolase 2, cytoplasmic (Homo sapiens), Q99487. recombinant PAFAH2, FP-rhodamine activity probe. inhibition, % at 3.39 µM. hit rate 0.99% among 340,000. AID 492956, 2010;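 active = inhibition above the mean over all tested compounds plus 3 SD, cut at about 30% in these data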;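 note: inhibitors block probe labeling of enzyme so polarization drops; 0% = enzyme with DMSO and 100% = wells lacking PAFAH2 protein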
Fh CTSL1 inh – Fasciola hepatica cathepsin L1 inhibitors, primary screen, counter-screen for PFM18AAP inhibitor project, biochemical, QFRET, fluorogenic peptide substrate; recombinant F. hepatica cathepsin L1, Z-Leu-Arg-MCA fluorescence; inhibition, % at 5.96 µM; hit rate 0.49% among 300,000; AID 1906, 2009;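 active = inhibition above the mean of all tested compounds plus 3 SD, set per screening campaign, cut at about 17% in these data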;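 note: 0% = plate median of test compound wells and 100% = 1 µM Z-Phe-Ala-diazomethylketone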
procasp7 counter – procaspase-7 activators, primary screen, counter-screen for procaspase-3 activator project, biochemical, absorbance, HTS, human. recombinant procaspase-7, Ac-DEVD-pNA absorbance 405 nm; D23A/D198A/D206A triple mutant, cannot self-cleave; scale: DMSO 0, 5 µM enzyme 100. activation, % at 8.5 µM. hit rate 0.093% among 330,000. Caspase-7 (Homo sapiens), P55210. AID 463210, 2010;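 active = percent activation above the screen-wide mean plus 3 SD, cut at about 25% in these data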
Target sequence (P55210 whole entry D23A/D198A/D206A): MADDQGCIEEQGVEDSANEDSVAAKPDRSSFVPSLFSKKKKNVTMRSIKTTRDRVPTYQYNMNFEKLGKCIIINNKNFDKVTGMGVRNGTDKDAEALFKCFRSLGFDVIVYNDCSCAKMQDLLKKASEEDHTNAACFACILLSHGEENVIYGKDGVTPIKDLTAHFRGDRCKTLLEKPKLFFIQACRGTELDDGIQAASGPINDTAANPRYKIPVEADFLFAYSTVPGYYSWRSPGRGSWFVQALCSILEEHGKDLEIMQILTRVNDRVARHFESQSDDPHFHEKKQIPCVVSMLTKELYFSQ
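Assay system – Uncleavable procaspase-7 mutant enzyme · Quantity – 2 µM procaspase-7 mutant as dispensed · Times – 1 h preincubation, 2 h reaction · Dosing – single nominal 8.5 µM compound dose, 0.8% DMSO final · Buffer or medium – Zinc-free 50 mM HEPES buffer, pH 7.4, with NaCl and Triton X-100 · Detection – Epi-absorbance of released pNA at 405 nm, two timepoints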
core dimer inh – inhibitors of HCV core protein dimerization, primary screen, biochemical, TR-FRET, high-throughput. TR-FRET GST/Flag-core106 dimerization, 1536-well. hit rate 0.33% among 300,000. inhibition, % at 5 µM. AID 1899, 2009;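 active = inhibition above the mean of all tested compounds plus 3 SD, set per screening campaign, cut at about 45% in these data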
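assay system = GST-tagged and Flag-tagged HCV core protein residues 1-106 | controls = unlabelled core106 and no-GST-core106 wells | incubation = compound-protein-antibody incubation 4 h at 22.5 °C | probe or stimulus = Eu donor and XL665 acceptor anti-tag antibodies | read-out = % inhibition based on acceptor/donor emission ratio | signal = TR-FRET 671 and 617 nm emission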
AHR activator – AHR activators, primary screen, cell-based, luminescence, luciferase reporter, human; Aryl hydrocarbon receptor (Homo sapiens), P35869; AHR-responsive luciferase reporter cells; hit rate 2.5% among 320,000; activation, % at 5 µM; in the data active = activation above about 47%;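 note: 0% = vehicle wells and 100% = reference agonist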
procasp3 activ – activators of human procaspase-3 D3A mutant, primary screen, biochemical, absorbance, PC-3 D3A mutant, single concentration; activation, % at 8.5 µM; recombinant procaspase-3 D3A, Ac-DEVD-pNA absorbance 405 nm; hit rate 0.11% among 330,000; Caspase-3 (Homo sapiens), P42574;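 active = activation above the mean of all tested compounds plus 3 SD, cut at about 21% in these data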;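 note: 0% = DMSO alone and 100% = DMSO wells spiked with extra 5 µM PC-3 D3A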
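Compound: 8.5 µM single point, 0.8% DMSO / Material: Autoprocessing-dead procaspase-3 D3A mutant enzyme / Timing: 1 h preincubation plus 2 h reaction at 25 °C / Medium: Zinc-free HEPES/NaCl buffer with 0.01% Triton X-100 at pH 7.4 / Technique: 405 nm absorbance of p-nitroaniline, reads at 0 and 120 min / Repeats: one well per compound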
PP1 inh – PP1-alpha phosphatase inhibitors, primary screen, counter-screen for PP5 inhibitor project, biochemical, fluorescence, OMFP substrate, single point | Serine/threonine-protein phosphatase PP1-alpha catalytic subunit (Homo sapiens), P62136 | hit rate 0.9% among 320,000 | purified PP1alpha | inhibition, % at 6.7 µM;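 active = inhibition above the mean inhibition of all tested compounds plus 3 SD, computed separately for each screening campaign, cut at about 15% in these data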
PP5 inh – PP5 phosphatase inhibitors, primary screen, biochemical, fluorescence; Serine/threonine-protein phosphatase 5 (Homo sapiens), P53041; purified PP5c, OMFP substrate fluorescence; inhibition, % at 6.7 µM; hit rate 0.18% among 320,000; AID 1987, 2009;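 active = inhibition above the campaign's mean inhibition across all tested compounds plus 3 SD, cut at about 9.5% in these data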;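 note: 0% = DMSO only and 100% = 100 µM cantharidin control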
Target sequence (P53041 whole entry, looked up): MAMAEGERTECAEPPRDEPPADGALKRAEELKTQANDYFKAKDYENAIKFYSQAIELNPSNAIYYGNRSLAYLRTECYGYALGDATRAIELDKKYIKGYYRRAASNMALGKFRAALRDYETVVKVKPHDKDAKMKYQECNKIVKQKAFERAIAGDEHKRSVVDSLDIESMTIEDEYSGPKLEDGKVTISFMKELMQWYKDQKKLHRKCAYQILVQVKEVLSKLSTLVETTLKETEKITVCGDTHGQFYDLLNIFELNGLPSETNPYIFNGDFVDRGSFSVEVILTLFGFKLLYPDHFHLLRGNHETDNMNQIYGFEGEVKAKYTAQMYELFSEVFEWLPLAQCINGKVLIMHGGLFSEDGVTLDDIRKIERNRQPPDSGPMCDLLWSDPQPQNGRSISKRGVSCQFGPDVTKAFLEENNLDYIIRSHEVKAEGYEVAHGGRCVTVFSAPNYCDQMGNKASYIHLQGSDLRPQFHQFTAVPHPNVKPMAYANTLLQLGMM
TPT1 inhibitor – Candida albicans TPT1 enzyme inhibitors, primary screen, biochemical, fluorescence polarization | hit rate 0.81% among 300,000 | tRNA 2'-phosphotransferase TPT1 (Candida albicans SC5314) | recombinant caTPT1, FP RNA substrate dephosphorylation | inhibition, % at 5 µM;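 active = inhibition above the mean of all tested compounds plus 3 SD, set per screening campaign, cut at about 24% in these data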;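 note: plate controls were DMSO alone for no effect and ferristatin control at 100 nM for full effect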
The depositor's hits bear a star; x = no result given.

Preview:
structure	PAFAH2 FP inh	Fh CTSL1 inh	procasp7 counter	core dimer inh	AHR activator	procasp3 activ	PP1 inh	PP5 inh	TPT1 inhibitor
O=C(O)c1ccc(CSc2nc3ccc(NC(=O)c4ccccc4C(=O)O)cc3s2)cc1	5	-2	-3	2	3	-4	-3	1.5	1
C=CCN1c2ccccc2[C@]23C[C@@H](C(=O)OC)N(C(=O)OCC)C2=NC(C(=O)OC)=C(C(=O)OC)[C@H]13	2	-5	2	0	0	-4	-5	0.6	-3

Results, previewed entries included:
structure	PAFAH2 FP inh	Fh CTSL1 inh	procasp7 counter	core dimer inh	AHR activator	procasp3 activ	PP1 inh	PP5 inh	TPT1 inhibitor
O=C(O)c1ccc(CSc2nc3ccc(NC(=O)c4ccccc4C(=O)O)cc3s2)cc1	5	-2	-3	2	3	-4	-3	1.5	1
C=CCN1c2ccccc2[C@]23C[C@@H](C(=O)OC)N(C(=O)OCC)C2=NC(C(=O)OC)=C(C(=O)OC)[C@H]13	2	-5	2	0	0	-4	-5	0.6	-3
CC1CN(c2nc(N(C)c3ccccc3)nc(N)c2[N+](=O)[O-])CC(C)O1 (stereo unspecified)	-3	5	12	1	2	-3	1	-0.9	0
CCn1nnc2cc(C(=O)N(CCOC)CC(=O)Nc3cccc(C)c3C)ccc21	1	x	0	x	1	4	-4	0.7	x
Cc1[nH]n(-c2ncc(-c3ccccc3)s2)c(=O)c1C(c1ccc(Br)cc1)C(C#N)C#N (stereo unspecified)	30	-3	-11	23	10	4	-1	-1.1	-2
CCCCNC(=O)CCn1ccc2cc(S(=O)(=O)N3CCCC3)ccc21	-1	-4	4	1	1	3	-7	-5.6	4
O=C1CCC(C(=O)Nc2cccc(Oc3ccccc3)c2)=NN1	3	12	2	1	6	1	-2	3.7	-1
COc1ccc(C)cc1S(=O)(=O)N(C)CC(=O)N1CCN(c2ccccc2)CC1	6	1	2	2	0	2	-4	3.0	-3
Cc1ccc(C)c(-n2c(-c3csc(C)c3C)n[nH]c2=S)c1	1	-3	-23	-4	8	-27	1	3.2	-2
Cc1nc2c(C(=O)N3CCN(C)CC3)cnn2c(C)c1Cc1ccc(Cl)cc1	5	0	0	-1	-1	-3	1	-0.2	-1
O=C(Nc1cccc(OCC(=O)N2CCOCC2)c1)c1cccc(Cl)c1	-19	0	12	8	6	2	0	0.0	1
COc1cccc(OC(=O)N2CCOCC2)c1	2	5	5	6	-1	0	-4	-2.0	-4
O=C(CCS(=O)(=O)c1cc(Br)cc2c1N(C(=O)C1CC1)CC2)N1CCN(c2ccccn2)CC1	2	1	2	3	2	0	-2	0.3	0
Cc1c(C)c2ccc(OCC(=O)c3ccccc3)cc2oc1=O	4	-1	1	10	-2	-5	-1	-0.9	1
Cc1cc(C(=O)N2CCN(c3ccc(F)cc3)CC2)on1	10	2	-4	-9	-1	-1	-2	-1.1	-2
CCOC(=O)N1CCC(NC(=O)Cn2cccc2C(=O)c2ccccc2)CC1	2	-2	-1	10	5	-3	-7	2.5	0
CCCCCn1c(Sc2nc3ccccc3s2)nc2c1c(=O)[nH]c(=O)n2C	-3	0	-5	11	16	-2	8	1.1	5
COc1ccc(S(=O)(=O)n2ccnc2C)c(C)c1C	0	-2	10	-6	0	0	-1	-0.5	0
Cc1nn(-c2ccccc2)c(N2CCCC2)c1/C=C1\N=C(c2ccc(F)cc2)OC1=O	-3	70*	-11	13	-2	7	-1	1.9	7
COc1cc(NC(=O)Cc2cccs2)ccc1-n1cnnn1	1	1	8	3	8	1	-2	0.7	-5
COC(=O)c1ccccc1NC(=O)c1cncc(Br)c1	1	1	0	1	4	-3	-2	2.7	0
COc1ccc2nc(SCC(=O)NN)cc(C)c2c1	3	-1	-1	1	21	2	2	1.9	-1
COc1cccc(NC(=O)c2ccc(OC(F)(F)F)cc2)c1	-2	-2	18	10	1	8	2	2.8	1
Cc1ccn2cc(-c3ccc(NS(=O)(=O)c4ccccc4)cc3)nc2c1	6	-1	0	2	17	-1	-3	-0.4	1
COc1ccc(-c2cccc(C3CC=CC4C3C(=O)N(Cc3ccccc3)C4c3ccc(OC)c(Cl)c3)c2)cc1 (stereo unspecified)	-12	0	2	17	4	-1	10	0.3	2
O=C(CCNc1ccc(F)cc1)c1ccco1	0	5	-16	-6	-4	-14	-2	-2.9	3
CSc1ccc(CN2CCCC(N3CCN(c4ccccc4)CC3)C2)cc1 (stereo unspecified)	2	3	-7	3	2	0	-1	1.2	1
Clc1cc(NCc2ccccc2)ncn1	-1	2	9	-2	1	-3	-8	3.3	-3
CCOc1ccc(/C=C2\SC(=S)N(CC(=O)Nc3ccccn3)C2=O)cc1	3	-3	9	13	1	-7	-3	0.2	1
O=C(CCCn1nnnc1CN1CCOCC1)N1CCC(c2ccccc2Cl)C1 (stereo unspecified)	1	13	1	-5	1	-6	-5	-8.6	4
CCSC(=O)N(CC)CC(=O)Nc1c(CC)cccc1CC	-1	5	12	2	2	-4	-8	2.1	-1
CC1(C)Cc2c(sc(NC(=O)c3ccccc3)c2C(=O)O)CO1	0	-1	-9	-1	4	-6	-4	1.2	-2
O=S(=O)(c1ccc2ccccc2c1)N1CCN(C(=S)Nc2ccc(F)c(Cl)c2)CC1	-11	3	-5	12	2	-5	4	0.8	2
COc1ccc(NC(=O)c2cc3c(=O)n(C)c4ccccc4c3n2C)cc1OC	-1	5	6	11	-9	3	-1	-0.1	1
O=C(Nc1cccc(F)c1)Nc1ccc2c(c1)C(=O)OC2	-6	2	4	-1	-4	4	-4	-0.6	-4
C/C(=N\NC(=O)c1cc2ccccc2cc1O)c1ccc2c(c1)OCO2	9	3	2	5	5	2	6	1.3	0
Cc1csc(NC(=O)NC2(C(F)(F)F)Oc3ccccc3O2)n1	9	-13	-27	3	7	-29	0	0.8	-6
CSc1ccccc1NC(=O)COc1ccccc1Cl	-1	-1	-5	-1	0	1	-1	4.4	2
COCC(=O)Nc1c(C(=O)Nc2cccc(OC)c2)oc2ccccc12	-7	1	-6	-2	70*	1	-1	-0.9	-5
O=C(CC1OC(=O)c2ccccc21)NC1CCCCC1 (stereo unspecified)	19	-3	-2	3	0	4	1	1.2	-6
O=C(CC(=O)Nc1ccc(F)cc1F)Nc1ccc(F)cc1F	-3	-1	-9	1	7	-1	-2	2.0	-1
CC(=O)NC(CCCNC(=S)NC1CCCCC1)C(=O)O (stereo unspecified)	0	-1	5	1	0	10	-2	2.0	-5
COc1ccc(NC(=O)Nc2nc(C)cc(C)n2)c(OC)c1	0	0	1	1	41	-7	0	1.9	-3
COc1ccc(CCC(=O)N2CC(C)OC(C)C2)cc1 (stereo unspecified)	9	-3	0	-4	1	4	1	1.4	0
CSc1ccccc1NC(=O)Nc1ccccc1	-2	1	13	1	25	7	1	-0.7	-5
Clc1ccc(-c2cnc3n2CCCCC3)cc1	-4	-5	-3	-1	2	11	-6	-1.7	1
COc1cccc(OCc2cc(C(=O)N3CCN(C(=O)c4ccco4)CC3)no2)c1	5	-1	-6	8	6	5	-1	2.6	1
COC(=O)CN1C(=O)C(O)(CC(=O)c2ccc(Br)cc2)c2ccccc21 (stereo unspecified)	6	4	-5	-1	2	-10	0	-0.1	-1
CCN(CC)CCCNCC(=O)Nc1ccc(OC)c(Cl)c1	x	3	-3	-5	-1	-1	-2	1.8	-7
O=C(CSc1cccc(C(F)(F)F)c1)NC(=O)NCc1ccco1	0	4	1	51*	3	-8	0	3.1	2

The results go on.
structure	PAFAH2 FP inh	Fh CTSL1 inh	procasp7 counter	core dimer inh	AHR activator	procasp3 activ	PP1 inh	PP5 inh	TPT1 inhibitor
C/C(=N\NC(=O)CSc1nc(C)cc(C)n1)c1cccc([N+](=O)[O-])c1	-1	-2	1	-3	28	-5	-5	2.2	0
Cc1noc(/C=C/N(C)C)c1S(=O)(=O)N1CCCC(C(=O)Nc2ccccc2F)C1 (stereo unspecified)	2	-2	-12	-2	1	4	4	3.2	15
CCOc1ccc(CNC(=O)CCC(=O)N2CCSc3ccccc32)cc1	3	-3	6	2	1	-3	1	1.5	2
CC(C)[C@H](NC(=O)c1ccccc1Br)C(=O)OCc1nc2ccsc2c(=O)[nH]1	2	-6	6	-5	1	-2	-4	0.6	1
CCOc1ccccc1NC(=O)c1ccc2nccnc2c1	-5	-2	-1	-4	83*	8	-2	1.3	-2
CCN(Cc1ccccc1)C(=O)C1CCN(S(=O)(=O)c2ccc3c(c2)OCCO3)CC1	-2	-2	4	6	-5	7	1	0.0	-1

Outcome played no part in choosing rows (roughly 5.6% active in at least one column).
